# TcdB inh – TcdB glycohydrolase inhibitors, primary screen, biochemical, single point, plate reader | TcdB glycohydrolase enzymatic assay | AID 652162, 2013 | actives 0.24% (n = 350,000) | inhibition, % at 9.99 µM; in the data active = inhibition above about 10%
# SARS 3CLpro inh – SARS-CoV 3CLpro protease inhibitors, primary screen, biochemical, quenched FRET; inhibition, % at 6 µM; recombinant SARS-CoV 3CLpro, quenched FRET peptide cleavage; AID 1706, 2009; actives 0.14% (n = 290,000); Replicase polyprotein 1ab (Severe acute respiratory syndrome coronavirus), P0C6X7; in the data active = inhibition above about 12%
# CCHF vOTU inh – CCHFV vOTU protease inhibitors, primary screen, biochemical, Pep-AMC substrate, fluorescence. AID 651958, 2012. inhibition, % at 11.5 µM. actives 0.55% (n = 370,000). Crimean-Congo hemorrhagic fever virus L polyprotein viral ovarian tumor (vOTU) protease …; in the data active = inhibition above about 30%; also: 0% = vehicle wells with enzyme and 100% = no enzyme wells
# Yp Topo-I inh – Yersinia pestis topoisomerase I inhibitors, primary screen, biochemical, cleavage product accumulation, plate reader, single point. DNA topoisomerase I (Yersinia pestis CO92). Y. pestis Topo-I cleavage product accumulation. activity, % at 10 µM. actives 0.064% (n = 360,000); in the data active = activity above about 50%, passing the limit was not always enough; inconclusive = no clear call, values can overlap the other calls; also: inactives centre near 2
# VHR inh abs – VHR1 phosphatase inhibitors, primary screen, biochemical, absorbance, uHTS | Dual specificity protein phosphatase 3 (Homo sapiens), P51452 | recombinant VHR phosphatase, pNPP absorbance | inhibition, % at 13.3 µM | actives 0.52% (n = 290,000) | AID 1654, 2009; in the data active = inhibition above about 50%; also: some compounds called inactive have numbers as strong as hits
# Target sequence (P51452 whole entry, looked up): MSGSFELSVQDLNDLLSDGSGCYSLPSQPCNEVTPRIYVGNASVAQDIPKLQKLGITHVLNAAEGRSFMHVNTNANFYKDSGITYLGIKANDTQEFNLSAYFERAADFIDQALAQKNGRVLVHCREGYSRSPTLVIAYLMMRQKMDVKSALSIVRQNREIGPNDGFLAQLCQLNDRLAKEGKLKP
# Vc quorum ag – inducers of Vibrio cholerae quorum light production without autoinducers, primary screen, BH1578 luxS cqsA deficient, single point. activation, % at 18.7 µM. actives 0.16% (n = 350,000). V. cholerae BH1578 lux reporter, luminescence, 6 h; in the data active = activation mostly above about 9.7%, no sharp cut-off; inconclusive = no clear call, values can overlap the other calls; inactive = mostly below about 3.7%; also: not every result past the cut was called active; inactives centre near 0; reference of the scale not given here
# Anthrax LF inh2 – Bacillus anthracis LF protease inhibitors, primary screen, biochemical, multiplex microsphere, MLPCN library; Lethal factor (Bacillus anthracis), P15917; multiplex microsphere protease cleavage assay; inhibition, % at 10 µM; actives 0.12% (n = 360,000); AID 588501, 2011; also: plate controls were buffer without enzyme for full effect and enzyme alone for no effect
# Target sequence (P15917 whole entry, looked up): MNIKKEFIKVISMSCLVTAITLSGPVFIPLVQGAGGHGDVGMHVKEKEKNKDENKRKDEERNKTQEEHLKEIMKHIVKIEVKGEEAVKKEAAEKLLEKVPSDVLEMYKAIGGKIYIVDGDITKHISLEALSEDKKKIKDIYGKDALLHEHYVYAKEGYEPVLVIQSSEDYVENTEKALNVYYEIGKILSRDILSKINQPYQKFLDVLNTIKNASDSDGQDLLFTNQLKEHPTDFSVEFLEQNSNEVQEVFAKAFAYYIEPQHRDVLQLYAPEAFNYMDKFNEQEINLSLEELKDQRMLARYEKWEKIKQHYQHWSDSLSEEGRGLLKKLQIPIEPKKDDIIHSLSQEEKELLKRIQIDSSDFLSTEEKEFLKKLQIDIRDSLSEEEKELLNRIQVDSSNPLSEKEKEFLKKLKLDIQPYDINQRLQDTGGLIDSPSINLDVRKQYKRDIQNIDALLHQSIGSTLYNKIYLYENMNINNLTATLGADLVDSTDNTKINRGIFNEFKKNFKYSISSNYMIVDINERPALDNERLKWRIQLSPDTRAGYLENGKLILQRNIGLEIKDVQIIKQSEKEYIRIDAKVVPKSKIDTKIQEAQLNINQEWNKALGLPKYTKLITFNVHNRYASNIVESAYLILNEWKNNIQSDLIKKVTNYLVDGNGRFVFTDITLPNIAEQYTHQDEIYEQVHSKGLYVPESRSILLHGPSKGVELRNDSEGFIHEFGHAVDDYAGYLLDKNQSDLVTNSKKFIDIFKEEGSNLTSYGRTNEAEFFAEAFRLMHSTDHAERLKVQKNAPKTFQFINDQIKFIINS
# PriA SSB inh – inhibitors of Klebsiella pneumoniae PriA binding to SSB C-terminal tail, primary screen, biochemical, AlphaScreen; AlphaScreen SSBct-PriA binding, biotinylated peptide; actives 0.6% (n = 430,000); AID 1272365, 2023; inhibition, % at 33 µM; PriA–SSB C-terminal tail interaction (Klebsiella pneumoniae); in the data active = inhibition mostly above about 37%, no sharp cut-off; inactive = mostly below about 20%;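 also: plate controls were negative control peptide for no effect and reference peptide for full effect; strong numbers were not always called active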
# BoNT A protease – BoNT/A light chain protease inhibitors, primary screen, biochemical, flow cytometry, MLPCN library | Botulinum neurotoxin type A light chain protease (Clostridium botulinum A str. ATCC 3502) | multiplex microsphere protease substrate cleavage | inhibition, % at 10 µM | actives 0.17% (n = 360,000); also: plate controls were buffer without enzyme for full effect and enzyme alone for no effect
# PfHsp40 yeast – rescue of yeast from PfHsp40 toxicity, primary screen, S. cerevisiae, ATP luminescence; S. cerevisiae expressing PfHsp40, growth rescue; growth rescue, % at 12.5 µM; actives 0.68% (n = 340,000); AID 504582, 2011; in the data active = growth rescue above about 28%, passing the limit was not always enough; inconclusive = no clear call, values can overlap the other calls;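 also: yeast W303a lacking pdr1 and pdr3 grown in galactose medium; growth measured after three days at 30 °C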
# Numbers without * were called inactive; i = inactive; ? = inconclusive; · = not tested or not shown. Rule as the data show it, unless noted: active = inhibition above about 30%; inconclusive = no clear call, values can overlap the other calls; inactive = below that. An excerpt (hit frequency here may not be typical).
SMILES,TcdB inh,SARS 3CLpro inh,CCHF vOTU inh,Yp Topo-I inh,VHR inh abs,Vc quorum ag,Anthrax LF inh2,PriA SSB inh,BoNT A protease,PfHsp40 yeast
O=C(NCC1COc2ccccc2O1)c1ccc(Cl)cc1 (stereo unspecified),·,3,-3,0,32,-0.7,-2,-27,-0.1,-1.4
COc1cc(CNc2ncnc3c2ncn3[C@H]2CN(CCc3ccccc3)C[C@@H](CO)O2)cc(OC)c1OC,1.5,·,12,30,·,i,6,·,0.1,·
COc1ccc(C(=O)N2CCc3cc(OC)c(OC)cc3C2c2ccc(OC)c(OC)c2)cc1 (stereo unspecified),2.3,4,-1,8,-10,i,-5,8,3.5,1.1
COCCN(C(=O)C1CCCC1)c1c(N)n(Cc2ccccc2)c(=O)[nH]c1=O,-1.0,-2,-4,1,-23,-0.9,-4,-3,-0.8,-0.9
O=C(O)CCCC(=O)Nc1ccc(Cl)c(Cl)c1,·,-4,-4,0,-12,0.7,-3,-17,0.0,0.1
Cc1ccc(S(=O)(=O)CCSc2ccc(C(F)(F)F)cn2)cc1,0.2,0,7,-1,-2,-0.4,?,-2,-1.7,·
CN(CCC#N)C(=O)COC(=O)c1ccc(Cl)c(S(N)(=O)=O)c1,·,-4,3,-5,20,-0.3,-3,-5,0.4,1.6
Cc1cc(C(=O)N2CCOCC2)c(C)o1,1.4,2,2,-6,24,i,-1,-15,-1.0,2.6
CN1CCN(c2ccc(-c3cccc(NC(=O)COc4ccc(Cl)cc4)c3)nn2)CC1,0.9,·,-5,-7,·,-1.4,-2,17,1.4,0.0
CCOC(=O)c1cc(-c2cccs2)nc2onc(C)c12,·,5,-31,-10,19,8.3,-1,-14,-0.4,-1.6
CCC(=O)Nc1nc(C)c(-c2csc(Nc3cccc(O)c3)n2)s1,-10,-3,23,-10,18,0.3,-6,-1,-1.2,2.5
CCCc1nc2ccccc2c(C(=O)OC(C)C(=O)NCc2ccc3c(c2)OCO3)c1CC (stereo unspecified),·,3,6,14,-4,-0.3,0,-17,-1.0,2.4
O=[N+]([O-])c1ccc(NCc2ccncc2)cc1,0.8,6,13,0,2,-0.9,0,-2,-1.6,-0.4
Cc1cccc(C)c1OCCCn1ccnc1,1.2,-4,11,1,1,-0.7,-1,4,-0.4,-1.0
O=C1S/C(=C\c2ccc(N3CCOCC3)o2)C(=O)N1c1ccccc1,-0.5,2,-5,10,24,0.7,-6,-15,-1.7,1.5
O=C(NCc1cccnc1)C1CCCN(S(=O)(=O)c2ccccc2)C1 (stereo unspecified),-2.2,3,5,5,-11,i,-6,-5,0.0,-1.9
COc1ccc(OC)c(C2Nc3c(Cl)ccc(C(=O)O)c3C3C=CCC32)c1 (stereo unspecified),-2.6,3,10,1,7,-0.2,-4,-10,-1.1,4.1
Cc1cc(C)cc(NC(=O)COC(=O)c2n[nH]c3ccccc23)c1,1.6,1,10,-2,26,-2.8,2,-5,0.3,3.1
CCOC(=O)c1nc(N)c(=O)n(-c2ccc(C)cc2)n1,·,1,-14,-2,29,-0.6,7,-7,2.5,-0.5
COc1ccc(CC(N)c2csc(NC(=O)NCCc3ccccc3)n2)cc1 (stereo unspecified),0.4,·,8,0,·,-0.5,-5,·,-0.5,·
CC(C)NC[C@H](O)COc1ccc(CC(N)=O)cc1,0.6,·,6,4,·,i,3,2,-1.0,0.1
COc1ccc(Cl)cc1S(=O)(=O)n1cnc2ccccc21,·,-4,-4,0,-12,0.6,-3,0,-1.1,0.3
CCOC(=O)C1CCCN(C(=O)COc2ccc(N(C)S(=O)(=O)c3ccc(F)cc3)cc2)C1 (stereo unspecified),0.7,-2,-10,7,8,-0.8,-6,-20,0.1,1.0
NC(=O)CC[C@@H]1NC(=O)[C@H](Cc2ccc(O)cc2)NC(=O)c2cc([N+](=O)[O-])cc(F)c2OCC[C@@H](C(N)=O)NC1=O,-0.8,1,-1,22,-4,i,1,-5,0.1,0.2
COCCNC(=S)N(c1ccccc1)C(C)C,-0.5,4,-6,11,1,-0.2,-3,3,-0.4,0.3
CCOC(=O)C1=C(C)Nc2nnnn2C1c1cccnc1 (stereo unspecified),·,-4,7,4,14,·,-1,-10,0.7,0.5
COc1cccc(C(=O)NCCS(=O)(=O)N2CCN(c3ccccc3)CC2)c1OC,-1.6,·,0,2,·,-0.5,0,·,0.5,·
CCOC(=O)C(C(=O)OCC)C(=O)c1cc(OC)c(OC)c(OC)c1,·,-5,7,2,52*,i,-3,-1,0.0,-1.0
COc1ccc(C2CC(C)(c3ccc(OC)cc3OC)Nc3ccccc3N2)c(OC)c1 (stereo unspecified),5.2,0,-6,9,15,-0.3,-8,-4,0.5,0.5
CCOc1ccc(C(=O)COC(=O)CNC(=O)C2CCCCC2)cc1,0.5,·,2,-7,·,i,-4,-1,4.7,-0.6
O=C(NNC(=O)c1ccc(O)cc1O)c1ccc(Cl)cc1,·,3,8,1,6,i,-1,2,-0.2,-0.4
CCSc1nc2c(c(=O)[nH]c(=O)n2C)n1C/C=C(/C)Cl,·,0,12,3,-5,i,-3,-4,0.3,-0.4
O=C(O)CSc1nc2ccccc2n1-c1ccccc1,0.5,7,4,14,16,i,3,2,-0.4,-0.3
O=C1NC[C@H](CCCCN2C[C@H](Cc3ccccc3)N(CCc3ccccc3)C(=O)C2=O)N(CC2CCCCC2)C1=O,-0.3,·,11,·,·,·,2,·,0.2,·
Cn1c(N)c(C(=O)COC(=O)Cc2cccc(C(F)(F)F)c2)c(=O)n(C)c1=O,0.6,·,13,2,·,-0.6,5,-3,0.3,-0.5
COC(=O)C1C2CC3c4[nH]c5cc(OC)ccc5c4CCN3CC2CC(OC2CCCCO2)C1OC (stereo unspecified),-1.0,·,3,4,·,i,-8,·,1.7,·
CN(Cc1cc(=O)[nH]c2ccccc12)C(=O)c1ccccc1,2.5,2,9,2,32,-0.9,-3,1,2.2,-0.6
COc1ccc(NC(=O)c2ccc(C)cc2)c[n+]1[O-],1.3,1,-4,-5,24,i,7,-18,-0.7,-0.6
COc1ccc(C(O)c2nc(-c3cncnc3)cs2)cc1 (stereo unspecified),0.9,·,-2,-6,·,-0.3,-2,·,-0.2,·
COc1ccccc1[C@@H]1C(c2cccc(C)c2)=NN(c2ccccc2)[C@H]1C(=O)N1CCOC1=O,-0.5,-5,-19,-15,9,14,-1,-16,0.5,-1.2

# Four compounds from above with just Yp Topo-I inh and VHR inh abs:
compound	Yp Topo-I inh	VHR inh abs
CCOC(=O)C1CCCN(C(=O)COc2ccc(N(C)S(=O)(=O)c3ccc(F)cc3)cc2)C1 (stereo unspecified)	7	8
NC(=O)CC[C@@H]1NC(=O)[C@H](Cc2ccc(O)cc2)NC(=O)c2cc([N+](=O)[O-])cc(F)c2OCC[C@@H](C(N)=O)NC1=O	22	-4
COCCNC(=S)N(c1ccccc1)C(C)C	11	1
CCOC(=O)C1=C(C)Nc2nnnn2C1c1cccnc1 (stereo unspecified)	4	14

# Next entries:
SMILES,TcdB inh,SARS 3CLpro inh,CCHF vOTU inh,Yp Topo-I inh,VHR inh abs,Vc quorum ag,Anthrax LF inh2,PriA SSB inh,BoNT A protease,PfHsp40 yeast
O/N=C/c1ccccc1OCc1ccccc1F,·,-1,-3,1,-7,i,-1,·,0.1,1.4
COc1cc(CNc2ccccc2SC)cc(OC)c1OC,1.0,7,-12,4,21,0.1,-3,8,-2.1,0.5
O=C(CSc1nnc(NC2CCCCC2)s1)Nc1ccc2c(c1)C(=O)c1ccccc1C2=O,-3.3,-1,20,-13,8,-0.2,1,8,1.8,0.0
N#CC1=C(N)Oc2cc(O)ccc2C1c1ccc(Br)s1 (stereo unspecified),-0.6,3,-3,-6,23,i,-14,1,-1.6,2.1
Cc1ccc(S(=O)(=O)N(C)CC(=O)NCC(=O)Nc2ccc(F)c(F)c2F)cc1,1.0,·,-1,-9,·,i,-5,-9,-0.2,-0.7
Cc1cnc(NC(=O)CSc2nc3ccccc3c(=O)[nH]2)s1,·,-16,7,3,-5,-0.5,-1,-12,0.0,-1.6
CCOC(=O)C(=NC1CCS(=O)(=O)C1)NNc1ccc(Br)cc1 (stereo unspecified),-7.7,-4,11,4,9,-0.3,-3,9,1.4,5.1
Cc1ccnc(NC(=O)c2sc3cc(Cl)ccc3c2Cl)c1,·,-4,-6,1,14,-0.3,1,-10,0.1,0.3
CC(C)CCN1C(=O)c2ccc(-c3nc4ccccc4c(=O)o3)cc2C1=O,·,-2,-13,10,50*,i,0,-5,-0.5,2.0
CC1CN(C(=O)COC(=O)c2ccc(Cl)c(S(=O)(=O)N3CCCCC3)c2)CC(C)O1 (stereo unspecified),0.5,2,22,21,0,-0.2,-1,-17,-0.5,0.4
COc1ccc(NC(C)=O)cc1CNC(=O)CN1CCOCC1,1.0,0,-13,-8,-4,i,-11,1,1.5,-2.2
COc1ccccc1NS(=O)(=O)c1cccc(NC(=O)c2nc3nc(C)cc(C)n3n2)c1,·,2,9,5,12,0.5,3,-16,1.4,-0.2
O=c1oc2ccc3ccccc3c2cc1-c1nc2ccccc2o1,·,6,-111,-4,·,-5.3,3,-10,1.1,-0.1
Cc1ccc(S(=O)(=O)N2CCOCC2)cc1NC(=O)Cn1cc(C(F)(F)F)cc(Cl)c1=O,·,6,-18,5,-3,0.8,0,8,-0.2,0.7
O=C(NCC(c1cccnc1)N1CCOCC1)C1CCCCC1 (stereo unspecified),·,1,-9,2,3,-0.4,-2,-14,0.6,-2.1
CC(C(=O)N1CCN(C(=O)c2ccco2)CC1)N1C(=O)NC2(CCCCC2C)C1=O (stereo unspecified),2.6,·,-4,-2,·,-2.5,-20,-6,-2.0,-0.3
COC(=O)C1=C(N)Oc2cc(C)n(C)c(=O)c2C1c1ccc(Cl)c(Cl)c1 (stereo unspecified),·,1,2,4,-2,·,2,-3,-0.1,0.6
CN(C)CCCNC(=O)N1c2ccccc2C=Cc2ccccc21,2.7,3,-1,-3,4,-0.8,-6,-12,-1.0,-0.6
COc1cccc(CN(C)C(=O)Cc2c[nH]c3ccccc23)c1,-1.3,6,10,2,2,i,-1,7,-1.1,0.4
CC(=O)Nc1nc2c(ccc3ccccc32)s1,0.9,-2,4,1,-6,9.1,1,-13,0.1,5.9
COc1ccc(C(C(=O)NCc2ccccc2)N(Cc2cccs2)C(=O)c2cnccn2)cc1 (stereo unspecified),·,-1,9,-11,17,i,-5,4,-0.7,0.5

# Structural class: those above containing bromine.
SMILES,TcdB inh,SARS 3CLpro inh,CCHF vOTU inh,Yp Topo-I inh,VHR inh abs,Vc quorum ag,Anthrax LF inh2,PriA SSB inh,BoNT A protease,PfHsp40 yeast
N#CC1=C(N)Oc2cc(O)ccc2C1c1ccc(Br)s1 (stereo unspecified),-0.6,3,-3,-6,23,i,-14,1,-1.6,2.1
CCOC(=O)C(=NC1CCS(=O)(=O)C1)NNc1ccc(Br)cc1 (stereo unspecified),-7.7,-4,11,4,9,-0.3,-3,9,1.4,5.1

# Compound activity: PubChem BioAssay, several laboratories
